RECQ1 helicase: inhibitors of human RECQ1 DNA helicase. RECQ1 DNA unwinding, red fluorescence kinetic read. 240,000 compounds, 0.54% hits. P46063. Potency, µM (doses to about 57.3 µM), for inactives: at the highest dose activity, negative = inhibition, usual class: inhibitors. AID 2549;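 also: plate controls were vehicle for no effect and no enzyme for full effect; nearly all actives have a fitted effect of over 30% in size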
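50 nM RECQ1T1 preincubated 15 min with compound in Tris pH 8.0 buffer with MgCl2, DTT, Tween-20 and 2.5 ug/ml poly(dI-dC); started with 200 nM TAMRA/BHQ-2 forked duplex and 2 mM ATP. Unwinding read as fluorescence (525/598 nm), two reads 2 h apart.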
GAA inhib: alpha-glucosidase (human) inhibition; purified human GAA, 4-MU-alpha-glucoside fluorescence; 200,000 compounds, 0.005% hits; Potency, µM (top dose mostly 76.9 µM), inactives show top-dose activity change, negative = inhibition, usual class: inhibitors;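 also: plate controls were uninhibited enzyme wells for no effect and no-enzyme background for full effect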
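Enzyme (4 nM final) mixed with compound (up to 77 uM), then 4-MU-alpha-D-pyranoside (400 uM final) added; 20 min at room temperature, pH 5.0. Reaction stopped at pH 10, fluorescence read, AC50 derived by Hill fit.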
GoLoco inh red: RGS12 GoLoco-Gai1 interaction inhibition. 230,000 compounds, 0.44% hits. Potency, µM (doses to about 61.6 µM), for inactives: at the top dose activity, negative = inhibition, most hits filed as inhibitors. P63096. Gai1:RGS12 GoLoco peptide FP, rhodamine, 10 min; active = well fitted inhibition curve with a large enough effect, not every such curve was filed as active; inactive = no such curve, though single readings can be large or run the other way; also: nearly all actives have a fitted effect of over 30% in size; many of its hits are not listed in these tables
aGlu spleen mod: inhibitors or activators of human alpha-glucosidase in spleen homogenate. P10253. human spleen homogenate, 4-MU-alpha-glucoside fluorescence. Potency, µM (doses to about 79.9 µM), without a hit: top-dose activity change, negative = inhibition, actives largely listed as inhibitors. 240,000 compounds, 0.006% hits;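 also: 0% = enzyme with vehicle and -100% = no enzyme basal signal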
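Human spleen homogenate (1 ug) incubated with compounds and 1 mM 4-methylumbelliferyl-alpha-D-glucopyranoside in pH 5.0 citrate/phosphate buffer, 37 C, 40 min. Stopped at pH 10; 4-MU fluorescence (Ex 365/Em 440 nm); AC50 by Hill fit.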
GAA glycogen: alters human alpha-glucosidase cleavage of glycogen; P10253; recombinant GAA, glycogen substrate, Amplex Red glucose oxidase fluorescence; Potency, µM (highest dose often 76.4 µM), for the others: at the highest dose activity change, negative = inhibition, most hits filed as inhibitors; 300,000 compounds, 0.38% hits; AID 2100;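 also: 0% = full enzyme reaction and -100% = no-enzyme basal signal; the screen sought inhibitors and activators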
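Natural-substrate format: glycogen cleavage by 4 nM human enzyme, glucose read by Amplex Red coupling (Ex 573, Em 610 nm). Normalized to enzyme and no-enzyme controls.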
TRb SRC2 PPI: inhibitors of human thyroid hormone receptor beta-SRC2 interaction; P10828; TRbeta-SRC2 peptide binding, fluorescence polarization; receptor liganded with 1 µM T3; Potency, µM (series often up to 106 µM), for inactives: at the top dose activity change, negative = inhibition, usual class: inhibitors; 280,000 compounds, 0.065% hits;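 also: plate controls were bound peptide for no effect and peptide without receptor for full effect; nearly all actives have a fitted effect of over 50% in size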
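TRb LBD 0.6 uM + Texas Red SRC2 peptide 20 nM, 1 uM T3, Tris buffer w/ 5% DMSO; compound pinned, 5 h RT; FP read ex 555/em 632; normalized to unbound and bound controls.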
TR SRC2 fluor cs: counter-screen for TRb-SRC2 inhibitors: fluorescence interference | TRb/SRC2 Texas Red total fluorescence interference | 280,000 compounds, 0.29% hits | Potency, µM (doses to about 106 µM), without a hit: top-dose fluorescence change, negative = quenching; active = well fitted curve in either direction with a large enough effect; inconclusive = small, poorly fitted or top-dose-only effect
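Human TRb ligand-binding domain at 0.6 uM with 20 nM Texas Red SRC2 peptide in Tris buffer containing 1 uM T3 and 5% DMSO, incubated with compound 5 h at ambient temperature. Total fluorescence (555/632 nm) calculated as parallel + 2 × perpendicular.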
L3MBTL1 inh: L3MBTL1 (human) inhibition; AlphaScreen L3MBTL1–H3K9me1 peptide binding; Q9Y468; 230,000 compounds, 0.66% hits; AID 485360; Potency, µM (series often up to 57.1 µM), for inactives: top-dose activity, negative = inhibition, most hits filed as inhibitors; also: nearly all actives have a fitted effect of over 60% in size
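AlphaScreen proximity signal between nickel-chelate acceptor and streptavidin donor beads (final 10 ug/mL) reports binding of 50 nM L3MBTL1 to 75 nM biotin-H3 K9me1 peptide; complex incubated with compounds 30 min at room temperature; cefsulodin titration as control.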
Numbers without * were called inactive; i = inactive; u = inconclusive; x = no result given; & = joins results of further samples; [ ] = dose if it differs, or a comment. Unless noted, calls follow the shape of the dose curve; as a rule, active = well fitted curve in the direction sought with a large enough effect; inconclusive = small, poorly fitted or top-dose-only effect, or another doubt; inactive = no such curve, though single readings can be large; an effect the other way counts as inactive or inconclusive. Unless noted, % is scaled to controls: 0 for no effect and ±100 for the full control effect; potency is read from the fitted curve at half-maximal effect. Not all compounds are listed; rates above refer to the full screens.

Below each compound: RECQ1 helicase | GAA inhib | GoLoco inh red | aGlu spleen mod | GAA glycogen | TRb SRC2 PPI | TR SRC2 fluor cs | L3MBTL1 inh
> O=C1NC(=O)C(=CN2CCc3ccccc32)C(=O)N1
  -11% | -10% | 71%[activator] | -8% | u | 13% | -1% | -5%
> CCOc1cc(/C=C2/C(=O)NC(=O)N(c3ccc(CC)cc3)C2=O)ccc1OC(=O)c1cccs1
  i | 5% | 9% | -3% | 5% | -3% | 2% | -3%
> CCCCCCN1CCN(c2ccccc2Cl)CC1
  i | -6% | 5% | x | -6% | -3% | 0% | 3%
> Cn1c(O)c(C=NCCOc2ccc(Cl)cc2)c(=O)n(C)c1=O
  i | -3% | 1% | -8% | -4% | 3% | 2% | 4%
> CC(=NCC1CCCO1)c1c(O)n(C2CCCCC2)c(=O)[nH]c1=O (configuration not stated)
  25% | x | 16% | 5% | 3% | 7% | -1% | x
> CC[C@]12CCCN3CCC4(c5ccccc5NC4C(C(=O)O)C1)C32 (some centres not stated)
  -2% | x | 9% | 13% | x | -7% | 0% | x
> CCOC(=O)N(c1ccccc1)P1(=S)OCC(C)O1 (configuration not stated)
  -7% | -3% | 2% | -2% | -2% | -5% | 0% | 1%
> COC(=O)C(O)(c1ccc(N=Cc2ccccc2O)c(C)c1)C(F)(F)F (configuration not stated)
  -2% | 12% | 7% | 6% | 11% | -3% | -5% | 5%
> O[C@@H](Cc1ccncc1)C(Cl)(Cl)Cl
  -7% | x | 3% | -4% | x | 4% | 1% | x
> CCCCOCCCn1c(N)c(C(=O)OC(C)COC)c2nc3ccccc3nc21 (configuration not stated)
  -3% | 0% | -5% | 2% | -3% | 7% | 0% | 4%
> Cc1ccccc1N1C(=O)NC(=O)/C(=C\c2cc(Br)c(N3CCOCC3)o2)C1=O
  u | -3% | 252%[activator] | -1% | -5% | 2% | 25% | u
> CCN(CC)N=O
  -17% | x | -12% | -5% | x | 5% | 0% | 8%
> CC(C)N1CCN(Cc2ccc3c(c2)OCCO3)CC1CCO (configuration not stated)
  -8% | 7% | -1% | -3% | 2% | 1% | -2% | -7%
> Cc1cccc(-n2c(-c3ccco3)nc3ccccc3c2=O)n1
  0% | -8% | 5% | -2% | 5% | 5% | 5% | 2%
> ClC(Cl)(Cl)C(Cl)(Cl)Cl
  -8% | x | 4% | 3% | x | -8% | 0% | x
> Cc1ccc(N=C2N=C(N)c3ccccc32)c(C)c1
  -15% | u | 10% | -9% | 6% | 2% | -3% | -6%
> COC1CC(OC2CCC3(C)C(CCC4C3CCC3(C)C(C5=CC(=O)OC5)C(OC(C)=O)CC43O)C2)OC(C)C1OC1OC(COC2OC(CO)C(O)C(O)C2O)C(O)C(O)C1O (configuration not stated)
  i | x | 6% | -1% | 8% | -1% | 1% | x
> Brc1ccc2[nH]cc(/C=N/N3CCCCC3)c2c1
  -5% | 1% | 15% | -6% | u | 5% | 4% | -3%
> O=[N+]([O-])c1ccc(N2CCCNCC2)c2ncccc12
  2% | 3%[15.4 µM] | -1% | -14% | 1% | 8% | -1% | -7%
> C[C@H](NC(=O)[C@@H](N)Cc1ccc(O)cc1)C(=O)N[C@@H](Cc1ccccc1)C(=O)N[C@@H](Cc1ccccc1)C(N)=O
  i | x | 2% | 0% | x | -1% | -1% | x
> C=C(Cl)Cl
  -3% | x | 4% | 1% | x | 17% | -1% | x
> O=c1c2ccccc2[nH]c(=S)n1-c1cccnc1
  i | -4%[15.4 µM] | 8% | -1% | -6% | -5% | -2% | 12%
> CC(C)C12CN3CCN(CC(C3)/C1=N\O)C2
  -4% | 0% | 8% | -1% | 1% | 8% | -2% | x
> CN(C)CP(=O)(O)CN(C)C=O
  -1% | 2% | 7% | 0% | 3% | 8% | 0% | 5%
> CN1CCC(N(C)c2nc(-c3ccc([N+](=O)[O-])cc3)nc3ccccc23)CC1
  -5% | -5% | 11% | -5% | -2% | 8% | -5% | -8%
> CCOC(OCC)P(=O)(O)CCCN
  5%&-3% | x | 5%&6% | 5%&4% | x | 3%&1% | 0%&-3% | x
> Clc1ccc2c(c1)C(OC1CN3CCC1CC3)c1ccccc1CS2 (configuration not stated)
  i | -1% | 12% | -3% | -7% | 7% | 0% | -7%
> COc1ccc(OCC(=O)N2CCN(Cc3ccc(SC)cc3)CC2)cc1
  i | 6% | 9% | -1% | -12% | -6%&-1% | -1%&-2% | 2%
> Cc1cccc(NP(=O)(Oc2ccccc2F)Oc2ccccc2F)c1
  -5% | -10% | -10% | -9% | -10% | 5% | -1% | 21%
> CCc1nc2ccc(N3CCN(C)CC3)cc2nc1CC
  6% | 3% | 8% | -22% | -4% | -3% | -5% | -4%
> O=C(O)C(F)(F)S(=O)(=O)O
  -1% | -2% | -14% | 5% | 16% | -5% | -4% | 39%[activator]
> CCN(CC)c1ccc(N=Cc2c(O)n(-c3ccccc3)c(=O)[nH]c2=O)cc1
  13% | x | 77%[activator] | 2% | u | 12% | -2% | x
> C#CCOCOCC#CCN(CC)CC
  -4% | -1% | -7% | 3% | 0% | 8% | -2% | -1%
> COC(=O)[C@@H]1C[C@H](OC(C)=O)C(=O)[C@H]2[C@@]1(C)CC[C@H]1C(=O)O[C@H](c3ccoc3)C[C@]21C
  -15%&-7% | x | -14% | -5%&-7% | x | -3%&7% | -6%&0% | x
> S=C(c1ccc(Cl)cc1)N1CCOCC1
  -6% | 8% | -2% | -8% | 2% | -12% | -3% | 1%
> Oc1ccc(/C=N/NP(=S)(c2ccccc2)c2ccccc2)cc1
  i | -9% | -12% | -8% | -15% | -23% | -1% | x
> CC1(C)C(=O)C=C[C@@]2(C)C1=C(O)C(=O)[C@@]1(C)C2CC[C@@]2(C)C(c3ccoc3)C[C@H]3O[C@@]321 (some centres not stated)
  -9% | x | 4% | 9% | x | 2% | 1% | x
> Nc1c(Cl)cc([N+](=O)[O-])cc1Cl
  3% | x | 0% | -4% | x | 1%[201 µM] | -1%[201 µM] | 8%
> CCOC(=O)c1[nH]c(C)c(C(=O)N2CCC3(CC2)OCCO3)c1C
  -1% | 0% | 6% | -10% | 12% | 8% | 1% | -7%
> Clc1ccccc1C1NCc2ccccc2-n2cccc21 (configuration not stated)
  i | 5% | 14% | -3% | 5% | 0% | 4% | x
> O=C(Cc1ccccc1)N1CCN(CC2CC3C=CC2C3)CC1 (configuration not stated)
  -4% | -28% | -6% | -11% | -6% | 1% | 1% | 4%
> Cc1ccc(NC2=NCCCS2)c(C)c1C
  -10% | -4% | 5% | -11% | 1% | -9% | -2% | 8%
> Clc1ccc(C(c2ccc(Cl)cc2)C(Cl)(Cl)Cl)cc1
  -7%&-7% | x | 6%&-2% | 5%&-9% | x | 2%[201 µM] | 0%[201 µM] | x
> CCOC(=O)C(C)Oc1cc(C)cc2oc(=O)c3c(c12)CCCC3 (configuration not stated)
  -5% | -7%[15.4 µM] | -12% | 13% | -19% | 2% | 1% | 14%
> FC(F)(F)c1cccc(N2CCNCC2)c1
  -5%&-2% | 0%[15.4 µM] | 7%&-6%&3% | -3%&-11%&-2% | 2% | 6%&-10%&-1% | u | x

Retrieved one by one from the entries so far:
Below each compound: RECQ1 helicase | GAA inhib | GoLoco inh red | aGlu spleen mod | GAA glycogen | TRb SRC2 PPI | TR SRC2 fluor cs | L3MBTL1 inh
> CCOC(=O)C(C)Oc1cc(C)cc2oc(=O)c3c(c12)CCCC3 (configuration not stated)
  -5% | -7%[15.4 µM] | -12% | 13% | -19% | 2% | 1% | 14%
> Clc1ccc(C(c2ccc(Cl)cc2)C(Cl)(Cl)Cl)cc1
  -7%&-7% | x | 6%&-2% | 5%&-9% | x | 2%[201 µM] | 0%[201 µM] | x

New compounds follow.
Below each compound: RECQ1 helicase | GAA inhib | GoLoco inh red | aGlu spleen mod | GAA glycogen | TRb SRC2 PPI | TR SRC2 fluor cs | L3MBTL1 inh
> Cc1ccc(C2=CCNCC2)cc1
  -5% | -5% | 9% | 1% | 0% | 2% | 1% | 4%
> CC1O[C@@H](OC2CC[C@@]3(C=O)C4CC[C@]5(C)C(C6=CC(=O)OC6)CC[C@@]5(O)C4CC[C@]3(O)C2)C(O)C(O)C1O (some centres not stated)
  -14% | x | -6% | 7% | x | -4% | -1% | x
> Cc1ccc(C2=NCC(=O)N(CC(=O)N3CCCCC3)c3sc(C)c(C)c32)cc1
  i | 1% | -10% | -4% | 2% | -8% | 1% | 5%
> CN(C)c1ccc(-[n+]2c(-c3ccccc3)cc(-c3ccccc3)cc2-c2ccccc2)cc1
  i | 10% | 9% | -2% | 18% | 6% | 0% | u
> CC(C)=CCCC1(C)C=Cc2c(O)c3c(c(CC=C(C)C)c2O1)OC12C(CC4CC1C(C)(C)OC2(C/C=C(/C)C(=O)O)C4O)C3=O (configuration not stated)
  -11% | x | -8% | 9% | x | -2% | -1% | x
> c1ccc2c(c1)CNc1ccccc1O2
  -7% | -2% | 8% | 4% | u | -6% | -6% | -1%
> CCCCCCC(N)CC(=O)O (configuration not stated)
  i | -2% | 0% | -6% | -4% | -13% | -2% | x
> CCOP(=O)(OCC)C(NC(=O)NC)C(N)=O (configuration not stated)
  -2% | x | -5% | 0% | 6% | 6% | -2% | 0%
> Cc1cc(/C=C2/C(=O)NC(=O)N(C)C2=O)c(C)n1-c1ccccc1
  i | 6% | 20% | 4% | 13% | -9% | -6% | -1%
> Cl/C=C/Cl
  -6% | x | 2% | -7% | x | -1% | -1% | x
> O=C(N/N=C/c1c(O)n(C2CC2)c(=S)[nH]c1=O)c1ccccc1O
  -8% | 1% | 9% | -9% | -9% | 1% | -1% | -16%
> O=C(C(=O)N1CCC2(CC1)OCCO2)c1c[nH]c2ccccc12
  -2% | 1% | -6% | 1% | 4% | 1% | 1% | x
> Cc1cccc(OP(=O)(Nc2ccc(F)cc2)Oc2cccc(C)c2)c1
  -3% | 3% | 20% | -1% | -19% | -4% | -1% | 1%[11.4 µM]
> Nc1ccccc1-[n+]1c(-c2ccccc2)cc(-c2ccccc2)cc1-c1ccccc1
  i | -14% | 11% | -2% | -5% | -5% | 1% | -6%
> C[C@@H](CO)NC(=O)[C@@H]1C=C2c3cccc4[nH]cc(c34)C[C@H]2N(C)C1
  u | x | -14% | 10% | x | -8% | 4% | x
